OPRM1-OPRD1 ag – agonists of human mu-delta opioid receptor heterodimerization; AID 504326; activation, % at 9.3 µM; P35372+P41143; cells, OPRM1-OPRD1 heterodimerization, luminescence; 340,000 compounds, 0.3% hits; in the data active = activation above about 18%;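 also: 0% = vehicle-treated cells and 100% = reference agonist; values of inactives mirror those of a sister screen read the other way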
phage Ecoli inh – E. coli growth loss with phage present | growth absorbance | inhibition, % at 11.9 µM | 360,000 compounds, 0.26% hits; in the data active = inhibition above about 11%
Mot1-301 SUMO – blocks SUMOylation pathway, rescuing yeast Mot1-301 growth; growth rescue, % at 18.8 µM; 320,000 compounds, 1% hits; AID 2716; S. cerevisiae Mot1-301 growth rescue, ATP luminescence, 38.5C; percent above DMSO median, 100 means doubled;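 active = every valid replicate shows activation above 250% relative to neutral control wells; inactive = the rest, any valid replicate at or below 250%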;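 also: OY570 slx delta 5 strain wells were the positive control but not used for scaling; some compounds called inactive have numbers as strong as hits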
Pemphigus Ab inh – inhibitors of pemphigus antibody binding to human desmoglein-3; P32926; DSG3-coupled beads, scFv-anti-DSG3-GFP binding, flow cytometry; hits give low values; binding (percent of control), % at 10 µM; 310,000 compounds, 0.48% hits;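 active = binding more than 3 SD below its plate's average and above zero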;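 also: hits lower antibody fragment binding to DSG3; some compounds called inactive have numbers as strong as hits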
Target sequence (P32926 whole entry, looked up, the tested form may be a part): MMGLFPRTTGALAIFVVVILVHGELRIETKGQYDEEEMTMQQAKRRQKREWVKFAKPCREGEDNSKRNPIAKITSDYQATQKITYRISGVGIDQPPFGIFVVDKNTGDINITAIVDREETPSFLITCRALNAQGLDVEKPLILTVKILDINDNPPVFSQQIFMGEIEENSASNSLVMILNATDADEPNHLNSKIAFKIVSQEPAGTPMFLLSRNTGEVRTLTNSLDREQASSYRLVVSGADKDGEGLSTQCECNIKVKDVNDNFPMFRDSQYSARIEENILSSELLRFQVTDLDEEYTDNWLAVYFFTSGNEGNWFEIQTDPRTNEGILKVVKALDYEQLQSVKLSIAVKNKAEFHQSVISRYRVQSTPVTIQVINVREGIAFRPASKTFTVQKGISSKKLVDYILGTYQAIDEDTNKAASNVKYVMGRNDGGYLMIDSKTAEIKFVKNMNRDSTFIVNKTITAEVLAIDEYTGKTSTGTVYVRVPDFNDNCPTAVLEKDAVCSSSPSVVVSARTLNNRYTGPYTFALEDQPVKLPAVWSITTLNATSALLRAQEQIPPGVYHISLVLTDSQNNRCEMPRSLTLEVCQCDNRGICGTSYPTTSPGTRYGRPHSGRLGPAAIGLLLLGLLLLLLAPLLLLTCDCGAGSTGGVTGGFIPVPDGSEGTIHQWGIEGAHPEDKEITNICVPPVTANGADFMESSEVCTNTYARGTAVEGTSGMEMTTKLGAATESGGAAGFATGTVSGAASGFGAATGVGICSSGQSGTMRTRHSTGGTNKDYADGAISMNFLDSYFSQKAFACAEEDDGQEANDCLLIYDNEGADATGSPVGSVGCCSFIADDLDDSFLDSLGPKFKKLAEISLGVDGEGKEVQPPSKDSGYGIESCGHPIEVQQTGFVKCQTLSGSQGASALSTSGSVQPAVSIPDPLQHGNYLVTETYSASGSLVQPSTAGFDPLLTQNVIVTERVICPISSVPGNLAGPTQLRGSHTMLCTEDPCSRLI
AddAB inh – less growth of phage-infected E. coli with AddAB. E. coli expressing H. pylori AddAB, absorbance growth. inhibition, % at 11.9 µM. 330,000 compounds, 0.29% hits. AID 435030; in the data active = inhibition above about 12%;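 also: 0% = vehicle wells of infected cells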
Tat transport – inhibitors of E. coli Tat protein transport; E. coli MC4100 TorA-mCherry Tat export, fluorescence; inhibition, % at 10 µM; 340,000 compounds, 0.036% hits;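 active = mean replicate inhibition at least 50% and at least half of replicates individually reaching 50%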;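 also: exported cargo escapes ClpAP degradation while cytoplasmic cargo is degraded and loses fluorescence; 0% = median of neutral control wells and 100% = median of NaSCN control wells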
OPRM1-OPRD1 inv – inverse agonist of human OPRM1-OPRD1 heterodimerization; P35372+P41143; cell-based MOR-DOR heterodimer luminescence, inverse agonism; inhibition, % at 9.3 µM; 340,000 compounds, 0.21% hits; AID 504357; in the data active = inhibition above about 22%, passing the limit was not always enough;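 also: 0% = cells with DMSO and 100% = wells without cells with DMSO; values of inactives mirror those of a sister screen read the other way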
Arr AP2 block – human beta-arrestin and AP2 interaction inhibition; FITC-arrestin peptide / GST-AP2 beads, flow cytometry; AP2 beta2 appendage carries R879A mutation; inhibition, % at 10 µM; 340,000 compounds, 0.31% hits;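 active = inhibition above a set limit, near 3 SD of compounds lacking own fluorescence, cut at about 54% in these data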;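 also: plate controls were DMSO wells for no effect and 5 µM unlabelled arrestin peptide for full effect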
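Material – GST-tagged AP2 beta2-adaptin appendage (R879A) on 4 µm glutathione beads · Probe or stimulus – fluorescein-tagged arrestin peptide at 50 nM final · Timing – 12 min plus 1 h, RT · Detection – bead flow cytometry, FITC channel · Read-out basis – inhibition as reduced fluorescein signal on beads, percent · Medium – PBS plus Tween 20 (0.05%) and BSA (0.1%)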
PfHsp90 yeast 2 – reduces growth (ATP signal) of yeast expressing P. falciparum Hsp90; S. cerevisiae expressing PfHsp90, BacTiter-Glo ATP, 48 h; yeast lacking PDR1 and PDR3 efflux regulators; inhibition, % at 9.4 µM; 310,000 compounds, 0.32% hits; AID 504621;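 active = every replicate shows inhibition above about 80%, whatever the replicate mean, limit read from the data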;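 also: 0% = DMSO neutral controls and 100% = 20 µM radicicol positive controls; yeast relying on Plasmodium falciparum Hsp90 in place of its own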
E coli growth – reduces bacterial viability in AddAB counter-screen. 330,000 compounds, 0.27% hits. inhibition, % at 11.9 µM. AID 449728. E. coli V3065 growth, OD600 absorbance, 18 h;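 active = inhibition above the campaign's mean inhibition across all tested compounds plus 3 SD, cut at about 9.9% in these data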;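 also: uninfected addAB+ strain grown without phage in ampicillin broth; 0% = DMSO wells and 100% = ciprofloxacin 0.95 µg/ml wells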
PKA-R1A act – activates the PKA-R1A holoenzyme complex | PKA-R1A dissociation, Cy5-IP20 fluorescence polarization; scaled: DMSO 0%, 113 µM cGMP 100% | 340,000 compounds, 0.083% hits | P00514+P68181 | activation, % at 11.4 µM | AID 504707;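 active = percent activation above the mean of all tested compounds plus 3 SD, cut at about 19% in these data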;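 also: higher means more PKAc released from R1A so a rise in polarization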
Numbers without * were called inactive; . = no result given.

SMILES | OPRM1-OPRD1 ag | phage Ecoli inh | Mot1-301 SUMO | Pemphigus Ab inh | AddAB inh | Tat transport | OPRM1-OPRD1 inv | Arr AP2 block | PfHsp90 yeast 2 | E coli growth | PKA-R1A act
CS(=O)(=O)Nc1ccc(C(=O)Nc2ccccc2C(=O)N2CCCC2)cc1 | -1.2 | 2.7 | 545* | 101 | 0.2 | -9 | 6 | 8 | -8 | 2.9 | 3
CCN1CCN(S(=O)(=O)c2ccc(C(=O)Nc3sc4c(c3C(N)=O)CCN(CC)C4)cc2)CC1 | -0.6 | 1.6 | 11 | 126 | 0.8 | 1 | 3 | 2 | -21 | 0.9 | -8
COc1ccc(C=NNc2nc3ccccc3s2)cc1 | 2.1 | 2.2 | . | 110 | . | 3 | -10 | -2 | -2 | . | 0
O=C(O)C1OC(C(=O)O)C(C(=O)O)C1C(=O)O (stereo not drawn) | -2.8 | 0.3 | . | 95 | . | -11 | 12 | 58* | -19 | . | 6
CC(C)(C)C(=O)N1NC(=Nc2ccccc2)SC1(C)C | 11 | -1.8 | -5 | 115 | 2.8 | 7 | -56 | -3 | -4 | 1.0 | -5
COC1OC2COC(c3ccccc3)OC2C(=O)C1NC(=O)c1ccccc1 (stereo not drawn) | -2.9 | 0.2 | . | 93 | . | 2 | 15 | -5 | -29 | . | 2
C=CCC[C@H](Cc1ccc(F)cc1)C(=O)O[C@H](CNC(=O)[C@@H](CC=C)CC(=O)N(CCO)Cc1ccccc1)c1ccccc1 | 4.2 | 0.6 | -3 | 93 | 0.3 | 6 | -20 | 4 | -3 | -0.7 | -2
O=C(CCCOc1ccccc1)NCc1ccco1 | -2.1 | 0.7 | -11 | 97 | 2.4 | -4 | 9 | 10 | 32 | -2.0 | -10
O=C(C/C=N\OCc1ccc(Cl)cc1Cl)Nc1ccccc1 | 0.3 | 2.1 | -9 | 103 | -0.6 | 9 | -2 | 6 | 13 | -0.7 | -6
Cc1cccc(C)c1OCC(=O)NNC(=O)CCNC(=O)c1ccc(Br)cc1 | -1.0 | 1.6 | 18 | 109 | -2.3 | 1 | 6 | -9 | -18 | -1.2 | -10
CC1CC1C(=O)OCC(=O)Nc1cccc(S(=O)(=O)NC2=NCCCCC2)c1 (stereo not drawn) | -3.4 | -1.7 | -7 | 80 | 1.1 | -3 | 18 | -12 | 11 | 0.8 | 0
COc1c[nH]n(-c2ccccc2)c(=O)c1=O | -1.2 | 1.3 | 1 | 96 | -3.1 | -3 | 6 | 8 | 6 | -0.4 | -3
CCc1cc2c(C)ccc(C)c2nc1SCC(=O)Nc1c[nH]c(=O)[nH]c1=O | 4.1 | 3.4 | 34 | 96 | -0.7 | 5 | -20 | 24 | -10 | -3.3 | 14
Cc1cc([N+](=O)[O-])ccc1NCc1cccc2ccccc12 | 3.8 | 1.9 | 3 | 100 | 2.5 | -3 | -22 | 4 | -33 | 3.5 | 2
CCCCCCc1nc2c(=O)[nH]c3ccccc3c2o1 | -1.7 | 3.2 | -29 | 101 | 1.9 | -1 | 9 | 1 | 5 | 0.7 | -2
CCOC(=O)N1CCN(C(=O)c2ccc3c(c2)NC(=O)/C(=C\c2ccc(OC)c(OC)c2)S3)CC1 | -0.8 | 2.0 | 99 | . | 3.5 | 2 | 4 | 8 | -9 | 1.0 | -1
O=C(NC(Cc1c[nH]c2ccccc12)C(=O)O)/C(=C/c1ccco1)NC(=O)c1ccccc1 (stereo not drawn) | -2.8 | 2.4 | -6 | 98 | -0.2 | 0 | 14 | 40 | -9 | 1.2 | -2
COC(=O)c1ccncc1C(=O)Nc1ccc(F)cc1 | -1.2 | . | 305 | 104 | 5.2 | -5 | 7 | 10 | -15 | -0.7 | 5
COc1ccccc1N1CCN(C(=O)c2cc(-c3ccc4c(c3)OCO4)on2)CC1 | -2.1 | . | -27 | 92 | -0.3 | 8 | 11 | 3 | 3 | -2.2 | -9
Cc1ccccc1N=C(NO)c1nonc1N | -1.5 | 3.0 | 6 | 101 | 1.9 | 7 | 8 | 50 | 21 | 0.4 | -1
CCN(CC)CCN1C(=O)C(=O)/C(=C(/O)c2ccc(S(=O)(=O)N3CCOCC3)cc2)C1c1ccc(Cl)cc1 (stereo not drawn) | -0.5 | 0.6 | 12 | 103 | 1.8 | -1 | 4 | 11 | -24 | -0.9 | -4
CC(=O)Nc1ccc(NC(=O)COC(=O)C2CCC(C(C)(C)C)CC2)cc1 (stereo not drawn) | 0.4 | 2.7 | -1 | 110 | -1.0 | 3 | -2 | 6 | -2 | -1.6 | 7
Nc1nc2nc(-c3ccc(Cl)cc3)cc(C(F)(F)F)n2n1 | 2.8 | . | -29 | 101 | 0.4 | -2 | -15 | 4 | -9 | -0.4 | -4
CC(C)(C)C(=O)c1sc(Nc2ccccc2)nc1N | 0.4 | 2.9 | 287 | 103 | 0.5 | 1 | -2 | 6 | -114 | 2.2 | 0
C[C@H](CO)N1C[C@H](C)[C@@H](CN(C)C(=O)Nc2ccc3c(c2)OCO3)Oc2ccc(NC(=O)CCC(F)(F)F)cc2C1=O | -1.6 | 2.7 | -20 | 108 | -1.1 | -8 | 9 | -3 | 19 | -0.2 | -18
CCC(=O)N1CCc2cc(Br)cc(S(=O)(=O)NCCN3CCCCC3CC)c21 (stereo not drawn) | -0.7 | 1.7 | -1 | 112 | 1.3 | 6 | 4 | -12 | . | 0.3 | 6
Cc1ccc(-c2c(NC(=O)C(C)C)n(C)c3ccccc3c2=O)cc1 | -3.4 | 3.0 | -30 | 106 | . | -1 | 16 | -18 | -7 | . | 4
CCOc1ccc(/C(O)=C2/C(=O)C(=O)N(CC3CCCO3)C2c2ccco2)cc1 (stereo not drawn) | -2.0 | 3.5 | -7 | . | 0.6 | -3 | 12 | -1 | . | -0.4 | -6
O=C(Nc1nc2nccc(-c3ccccc3)n2n1)c1ccc(F)cc1 | 0.3 | 2.4 | 2 | 106 | 1.6 | 0 | -2 | -48 | 8 | 0.3 | -4
Cc1ccc(OCC(=O)O/N=C(\N)Cc2ccc(Cl)cc2)cc1 | -3.3 | 2.5 | -14 | 96 | 0.5 | 2 | 19 | 3 | -7 | 0.1 | 6
COc1ccc([N+](=O)[O-])cc1N(CC(=O)Nc1ccccc1C(=O)N1CCOCC1)S(C)(=O)=O | -2.5 | 0.2 | -10 | 111 | 1.8 | -4 | 13 | 30 | 9 | 0.2 | 0
CCOC(=O)C(Cc1ccccc1)NS(=O)(=O)c1ccc(NC(C)=O)cc1 (stereo not drawn) | -0.8 | 2.7 | -7 | 98 | 2.8 | -1 | 5 | 23 | 14 | 1.3 | -4
O=C(c1ccco1)N1CCN(C(=O)c2nn3cccnc3c2Cl)CC1 | -0.9 | 2.8 | 1 | . | -0.4 | 5 | 5 | 10 | 4 | -0.7 | 4
COc1ccccc1C(=O)Nc1sc(C(=O)N2CCCC2)c(C)c1C#N | -2.2 | 2.4 | 63 | 107 | 2.8 | -1 | 11 | 2 | -12 | 0.3 | -7
COc1ccc(OC)c(NC(=O)C2CCN(S(=O)(=O)c3c(C)noc3C)CC2)c1 | 0.4 | 3.1 | 441 | 104 | 3.8 | 2 | -2 | 15 | -3 | 4.3 | -6
COc1ccc(C2CC(c3cccs3)=NN2S(=O)(=O)c2ccc(C)cc2)cc1 (stereo not drawn) | -2.6 | 5.2 | 2 | 110 | -0.8 | -3 | 15 | 3 | 2 | 2.5 | -4
O=S(=O)(c1c(Cl)sc(Cl)c1Br)N1CCCC1 | 1.0 | 3.0 | 14 | . | 4.0 | 13 | -5 | 16 | -9 | -1.2 | 7
COCCNC(=O)CSc1nc2cc(OC)c(OC)cc2c(=O)n1Cc1ccco1 | -1.4 | 1.1 | -19 | 100 | 0.9 | -5 | 7 | 4 | -2 | -1.7 | -1
Cc1cc(NC(=O)C(C)N2C(=O)c3ccccc3S2(=O)=O)no1 (stereo not drawn) | -3.6 | 2.1 | -11 | 99 | 0.9 | -3 | 19 | -22 | . | 0.5 | -2
COc1ccc(NC(=O)C(C)Sc2nnc3c4c(nc(-c5ccc(OC)cc5)n23)CC(C)(C)OC4)cc1 (stereo not drawn) | -2.9 | 2.0 | -14 | 102 | -1.4 | -1 | 17 | 12 | 1 | 0.0 | -4

Entries above marked active in Mot1-301 SUMO.
structure,OPRM1-OPRD1 ag,phage Ecoli inh,Mot1-301 SUMO,Pemphigus Ab inh,AddAB inh,Tat transport,OPRM1-OPRD1 inv,Arr AP2 block,PfHsp90 yeast 2,PKA-R1A act
CS(=O)(=O)Nc1ccc(C(=O)Nc2ccccc2C(=O)N2CCCC2)cc1,-1.2,2.7,545*,101,0.2,-9,6,8,-8,3

More structures
SMILES | OPRM1-OPRD1 ag | phage Ecoli inh | Mot1-301 SUMO | Pemphigus Ab inh | AddAB inh | Tat transport | OPRM1-OPRD1 inv | Arr AP2 block | PfHsp90 yeast 2 | E coli growth | PKA-R1A act
Cc1cccc(N2CCN(CC(=O)Nc3ccc(S(=O)(=O)N4CCOCC4)cc3)CC2)c1C | 0.6 | 3.8 | -5 | 102 | 5.7 | 26 | -3 | -3 | -14 | 5.2 | 6
CC(C)c1onc(C(=O)N(C)Cc2ccccc2)c1[N+](=O)[O-] | -2.0 | 4.0 | 726* | 117 | 1.3 | -4 | 10 | 4 | -22 | 1.1 | 7
CCCn1c(SCC(=O)Nc2nc(-c3ccc(OC)cc3)cs2)nc2c1c(=O)n(C)c(=O)n2C | -2.7 | 1.5 | -49 | . | 3.5 | -7 | 14 | 6 | -23 | 1.6 | 4
Cc1nn(C(=O)c2cccs2)c(C)c1CN1C(=O)c2ccccc2C1=O | -1.2 | 1.1 | -11 | 80 | 2.7 | 0 | 6 | 2 | -13 | -0.7 | 1
S=C(NCc1ccccc1)NCc1ccc(CNC(=S)NCc2ccccc2)cc1 | 1.1 | 2.0 | -3 | 102 | 1.5 | -7 | -5 | 13 | -4 | -0.2 | -4
CCCC(CCC)C(=O)Nc1ccc2c(c1)N(C(=O)CN1CCN(C)CC1)c1ccccc1CC2 | -0.8 | 4.0 | -7 | 101 | 3.0 | 2 | 5 | 1 | 8 | -1.3 | -10
COc1ccc(-c2nnc(NC(=O)c3ccc(S(=O)(=O)N4COCC4(C)C)cc3)o2)cc1 | 1.3 | -2.7 | -22 | . | -2.4 | -9 | -8 | 7 | -15 | -3.1 | 15
COc1cc(C(=O)COC(=O)c2ccncc2)cc(OC)c1OC | -4.1 | 4.4 | -7 | 99 | -1.6 | 0 | 21 | 28 | . | 0.8 | 7
CS(=O)(=O)Nc1ccc(C(=O)NCCSc2ccc(Cl)cc2)cc1 | -2.3 | 3.4 | 60 | 115 | 2.2 | 4 | 11 | 1 | -7 | -0.7 | -5
CC(=O)c1cc(C#N)c(SCC(=O)O)nc1C | 1.4 | 0.9 | -1 | 111 | -0.9 | 6 | -8 | 0 | -11 | 2.3 | -6

Source: PubChem BioAssay (several laboratories)

Hits appear at their usual frequency. Share with any hit: about 2.8%.
